dFosB activator – activators of delta FosB homodimer, primary screen, biochemical, fluorescence polarization, TAMRA-CDK5 oligo, single point; purified delta FosB; percent of positive-control signal above neutral wells; activation, % at 25 µM; 0.99% of 340,000 active; AID 493131, 2011;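 active = mean activation above about 17%, with every replicate also reaching it, limit read from the data, passing the limit was not always enough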;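 note: fluorescence polarization rise as delta FosB binds a TAMRA Cdk5 AP-1 oligo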
HTR5A inv ag – HTR5A inverse agonists in luminescence cell assay, primary screen, counter-screen for OPRM1-OPRD1 heterodimer inverse agonist project, full-deck HTS; inhibition, % at 9.3 µM; 0.083% of 340,000 active; HTR5A cell line, inverse agonism; in the data active = inhibition mostly above about 23%, no sharp cut-off; inactive = mostly below about 18%;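 note: 0% = cells with DMSO and 100% = no-cell wells with DMSO; some compounds called inactive have numbers as strong as hits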
Target sequence (P47898 whole entry, looked up): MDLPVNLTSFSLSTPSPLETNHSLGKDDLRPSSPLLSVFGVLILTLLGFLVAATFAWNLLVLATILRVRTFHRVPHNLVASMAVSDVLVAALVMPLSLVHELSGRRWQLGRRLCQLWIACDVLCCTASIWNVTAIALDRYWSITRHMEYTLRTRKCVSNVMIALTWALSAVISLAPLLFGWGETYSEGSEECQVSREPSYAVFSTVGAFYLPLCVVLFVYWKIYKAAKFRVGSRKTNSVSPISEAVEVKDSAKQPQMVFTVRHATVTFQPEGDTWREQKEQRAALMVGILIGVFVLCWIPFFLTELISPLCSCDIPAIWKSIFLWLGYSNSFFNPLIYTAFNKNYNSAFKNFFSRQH
NSD2 HMT inh – NSD2 histone methyltransferase inhibitors, primary screen, biochemical, AlphaScreen, single concentration, set 2 | Histone-lysine N-methyltransferase NSD2 (Homo sapiens), O96028 | NSD2 peptide methylation, 120 min | inhibition, % at 12.5 µM | 0.54% of 310,000 active | AID 743445, 2014; in the data active = inhibition above about 50%
V-ATPase pH – regulators of yeast V-ATPase proton pumping, primary screen, pHLuorin cytosolic pH fluorescence | response, % at 10 µM | S. cerevisiae | 0.37% of 350,000 active | AID 504577, 2011; in the data active = response mostly above about 7.3%, no sharp cut-off; inactive = mostly below about 5.4%; note: actives read high; inactives centre near 0; some compounds called inactive have numbers as strong as hits; reference of the scale not given here
Wnt act – Wnt/beta-catenin pathway activators, primary screen, cell-based, plate reader, single point; Wnt/beta-catenin reporter cell assay, activator; activation, % at 9.35 µM; 1.2% of 300,000 active; AID 743398, 2014; in the data active = activation above about 30%, passing the limit was not always enough;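 note: 0% = neutral control wells and 100% = positive control wells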
SR-BI DiI inh – inhibitors of SR-BI mediated HDL lipid uptake, primary screen, ldlA[mSR-BI] cells, fluorescence, single point. ldlA[mSR-BI] CHO cells, DiI-HDL uptake fluorescence, 3 h. inhibition, % at 12.5 µM. 0.96% of 320,000 active. AID 488896, 2010;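 active = mean replicate inhibition of at least 70% and a set share of replicates each scoring 70 or more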;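 note: 0% = median of neutral control wells and 100% = median of positive control wells; values of inactives mirror those of a sister screen read the other way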
MITF TRPM1 HTS – activators of MITF-driven TRPM1 promoter reporter, primary screen, cell-based, SK-MEL-5, luciferase, single point; SK-MEL-5 TRPM1-promoter luciferase, 24 h; % of positive control, neutral wells = 0; activation, % at 12.5 µM; 0.75% of 300,000 active; AID 588334, 2011;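 active = mean activation of at least 80% with every replicate also reaching 80%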;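 note: 0% = neutral control wells and 100% = parthenolide positive control wells; values of inactives mirror those of a sister screen read the other way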
CDK5 p35 inh – inhibitors of human CDK5/p35 kinase, primary screen, biochemical, single concentration | inhibition, % at 10 µM | 0.01% of 330,000 active | Recombinant CDK5/p35, ADP-Glo luminescence, 60 min | Cyclin-dependent kinase 5 (Homo sapiens) + Cyclin-dependent kinase 5 activator 1 (Homo …;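 active = highest replicate inhibition of at least 50% and at least 75% of replicates reaching 50%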;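 note: plate controls were DMSO neutral control for no effect and GW8510 at 10 µM for full effect; many of its hits are not listed in these tables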
Target sequence (Q00535 whole entry, looked up): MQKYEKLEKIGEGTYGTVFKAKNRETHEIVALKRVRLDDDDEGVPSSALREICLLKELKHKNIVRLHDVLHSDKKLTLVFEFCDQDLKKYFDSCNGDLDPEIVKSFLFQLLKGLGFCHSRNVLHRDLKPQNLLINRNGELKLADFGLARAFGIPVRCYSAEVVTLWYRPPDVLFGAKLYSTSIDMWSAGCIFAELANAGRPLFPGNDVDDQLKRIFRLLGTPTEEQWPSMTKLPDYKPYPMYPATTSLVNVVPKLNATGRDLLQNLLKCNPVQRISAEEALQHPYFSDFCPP
Target sequence (Q15078 whole entry, looked up): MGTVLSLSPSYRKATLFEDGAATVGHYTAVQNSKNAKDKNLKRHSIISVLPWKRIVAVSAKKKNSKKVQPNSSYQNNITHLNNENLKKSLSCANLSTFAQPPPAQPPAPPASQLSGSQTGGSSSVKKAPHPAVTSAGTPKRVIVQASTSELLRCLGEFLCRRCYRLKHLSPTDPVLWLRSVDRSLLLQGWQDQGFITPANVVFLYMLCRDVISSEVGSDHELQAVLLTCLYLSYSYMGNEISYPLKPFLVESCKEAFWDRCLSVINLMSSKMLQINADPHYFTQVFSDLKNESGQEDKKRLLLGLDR
HTR5A ag ctr – HTR5A agonists in luminescence cell assay, primary screen, counter-screen for OPRM1-OPRD1 heterodimer agonist project, full-deck HTS. 0.61% of 340,000 active. activation, % at 9.3 µM. cell-based. 5-hydroxytryptamine receptor 5A (Homo sapiens), P47898. AID 504692, 2011; in the data active = activation mostly above about 9.5%, no sharp cut-off; inactive = mostly below about 7.6%;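 note: 0% = cells with vehicle only and 100% = reference agonist; strong numbers were not always called active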
PvdQ inh – P. aeruginosa PvdQ acylase inhibitors, primary screen, biochemical, fluorescence, plate reader and imaging, single point | PvdQ acylase [Pseudomonas aeruginosa LESB58] | 0.063% of 340,000 active | purified PvdQ acylase | inhibition, % at 10 µM; in the data active = inhibition above about 30%, passing the limit was not always enough;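 note: 0% = vehicle neutral wells and 100% = reference inhibitor wells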
* marks the source's active call; other numbers are inactive results; . = no result given. An unsorted share of the library, and some 5% of all compounds hit somewhere here.

SMILES	dFosB activator	HTR5A inv ag	NSD2 HMT inh	V-ATPase pH	Wnt act	SR-BI DiI inh	MITF TRPM1 HTS	CDK5 p35 inh	HTR5A ag ctr	PvdQ inh
C/C(CC(=O)Nc1cc(Cl)ccc1Cl)=N\NC(=O)c1ccccc1Br	-4	-10	0	-4	-1	9	5	-2.0	4	-17
CCOC(=O)c1cccc(NC(=S)N2CCN(c3ncc4c(=O)c(C(=O)O)cn(CC)c4n3)CC2)c1	2	7	-2	-3	-1	-1	-6	-1.2	-3	-1
O=C(CCCCCn1c(=S)[nH]c2ccc(N3CCOCC3)cc2c1=O)NCc1ccccc1Cl	-3	-12	1	1	-4	35	-19	-0.5	0	-3
CC(O)[C@H]1CNC(=O)C(=O)N1CCC12CC3CC(CC(C3)C1)C2 (some centres undefined)	4	-5	.	0	-6	-14	3	0.4	5	-2
Cc1nnc(N2CCCC(C(=O)Nc3cc(F)ccc3F)C2)c2nn(-c3ccccc3)c(C)c12 (centres undefined)	7	-22	-7	-1	.	-6	-60	1.9	5	-13
Cc1ccc(-n2c(SCC(=O)NCCC3=CCCCC3)nc3n[nH]c(C)c3c2=N)cc1Cl	-1	-51	-2	4	-1	23	-41	.	13*	-8
COc1ccc(-n2c(CNc3ccc(C)cc3)nnc2SCc2ccccc2)cc1	-10	-11	4	-1	-3	-15	3	-3.1	3	-9
COC(=O)Cc1cc(=O)oc2c(C)c(O)ccc12	-8	5	-2	6	.	-8	-1	-2.4	5	16
C/C(=N/NC(=O)c1ccc2c(c1)OCO2)c1ccc(NC(=O)C(F)(F)F)cc1	28*	-4	1	0	16	-8	32	0.4	2	-9
CCOc1cc(/C=N/NC(=O)Cn2nc([N+](=O)[O-])cc2C)cc(Br)c1OCc1ccccc1C	-7	8	-2	2	-4	23	-6	-0.2	1	3
Cc1cc2cc(CN(Cc3nnnn3C3CCCCC3)CC3CCCO3)c(=O)[nH]c2cc1C (centres undefined)	-15	4	0	1	-1	4	-5	0.3	1	-5
CCCOc1ccc(CNC(=S)NCc2ccc(OC(C)C)cc2)cc1	2	6	0	-2	1	-2	7	0.8	-2	-5
O=C(NC(Cc1ccccc1)C(=O)O)/C(=C\c1ccc(F)cc1)NC(=O)c1ccco1 (centres undefined)	-7	-5	-4	6	-4	4	8	-0.2	2	-6
O=C(Cc1ccccc1)N[C@@H]1c2ccccc2CC[C@@H]1OCc1ccccc1	-1	-5	.	0	-2	-1	2	-0.2	1	-9
COCC1CCCCN1Cc1cn[nH]c1-c1ccc2cc(OC)ccc2c1 (centres undefined)	-3	7	8	-1	3	15	6	-0.9	2	-16
O=C(NCCOc1ccc(Cl)cc1)c1ccc2c(c1)OCCO2	-2	10	-2	1	20	-6	98*	0.7	-4	9
COc1cc2c(cc1OC)CN(S(=O)(=O)c1ccccc1F)CC2	-1	4	14	-1	0	25	-3	0.8	-1	-4
COc1ccccc1-c1nnc(SCC(=O)NNC(=O)c2ccccc2F)n1C	1	0	0	-2	-1	-16	-7	-0.4	0	-9
COc1ccc(NC(=O)CSc2nncs2)cc1OC	3	-8	.	1	3	17	5	0.4	3	-1
CCc1nc(NC(=O)c2sc(C)nc2C)sc1C(=O)OC	-6	10	3	6	-1	27	4	0.2	-3	2
CCOC(=O)c1c(C)[nH]c(C(=O)C(C)OC(=O)c2ccc(NC(=O)CC#N)cc2)c1C (centres undefined)	-22	6	1	-3	-3	44	-13	1.1	-2	2
CCc1nn(CCCC(=O)NCc2cc(Br)ccc2OC)c(=O)c2cc3occc3n12	4	12	3	-2	-2	50	7	3.3	3	-10
CCn1c(CNC(=O)c2ccccc2OC)nnc1SCC(=O)c1ccc(F)cc1	-6	-2	9	0	5	.	-16	-0.8	7	-9
O=C(NNC(=O)c1ccc(Oc2ccc(C3SCCS3)cc2)o1)c1ccc(Cl)cc1	0	-20	-3	0	-2	17	-13	0.9	3	-8
O=C(Nc1nnc(-c2ccc(Cl)cc2)o1)c1ccccc1Br	-10	-9	.	-1	3	-4	0	0.8	3	-12

Reformatted with values under each structure: part of the list above
Results follow in this order: dFosB activator	HTR5A inv ag	NSD2 HMT inh	V-ATPase pH	Wnt act	SR-BI DiI inh	MITF TRPM1 HTS	CDK5 p35 inh	HTR5A ag ctr	PvdQ inh
C/C(CC(=O)Nc1cc(Cl)ccc1Cl)=N\NC(=O)c1ccccc1Br
  -4	-10	0	-4	-1	9	5	-2.0	4	-17
CCOC(=O)c1cccc(NC(=S)N2CCN(c3ncc4c(=O)c(C(=O)O)cn(CC)c4n3)CC2)c1
  2	7	-2	-3	-1	-1	-6	-1.2	-3	-1
O=C(CCCCCn1c(=S)[nH]c2ccc(N3CCOCC3)cc2c1=O)NCc1ccccc1Cl
  -3	-12	1	1	-4	35	-19	-0.5	0	-3
CC(O)[C@H]1CNC(=O)C(=O)N1CCC12CC3CC(CC(C3)C1)C2 (some centres undefined)
  4	-5	.	0	-6	-14	3	0.4	5	-2
Cc1nnc(N2CCCC(C(=O)Nc3cc(F)ccc3F)C2)c2nn(-c3ccccc3)c(C)c12 (centres undefined)
  7	-22	-7	-1	.	-6	-60	1.9	5	-13
Cc1ccc(-n2c(SCC(=O)NCCC3=CCCCC3)nc3n[nH]c(C)c3c2=N)cc1Cl
  -1	-51	-2	4	-1	23	-41	.	13*	-8
COc1ccc(-n2c(CNc3ccc(C)cc3)nnc2SCc2ccccc2)cc1
  -10	-11	4	-1	-3	-15	3	-3.1	3	-9
COC(=O)Cc1cc(=O)oc2c(C)c(O)ccc12
  -8	5	-2	6	.	-8	-1	-2.4	5	16
C/C(=N/NC(=O)c1ccc2c(c1)OCO2)c1ccc(NC(=O)C(F)(F)F)cc1
  28*	-4	1	0	16	-8	32	0.4	2	-9
CCOc1cc(/C=N/NC(=O)Cn2nc([N+](=O)[O-])cc2C)cc(Br)c1OCc1ccccc1C
  -7	8	-2	2	-4	23	-6	-0.2	1	3
Cc1cc2cc(CN(Cc3nnnn3C3CCCCC3)CC3CCCO3)c(=O)[nH]c2cc1C (centres undefined)
  -15	4	0	1	-1	4	-5	0.3	1	-5

Next section:
SMILES	dFosB activator	HTR5A inv ag	NSD2 HMT inh	V-ATPase pH	Wnt act	SR-BI DiI inh	MITF TRPM1 HTS	CDK5 p35 inh	HTR5A ag ctr	PvdQ inh
O=Cc1ccc(O)c(O)c1	3	5	.	-1	-6	8	14	-0.6	-1	-5
CCOc1ccc(N(CC(=O)Nc2ccc(OC)cc2)S(=O)(=O)c2c(C)[nH]c(=O)[nH]c2=O)cc1	-4	6	3	-4	-1	-2	-3	0.1	2	1
Cc1cc(NC(=O)CCCN2C(=O)/C(=C/c3ccccc3Cl)SC2=S)no1	37*	-13	-4	-1	5	12	6	1.2	5	-3
CC(C)[C@H](NC(=O)N1CCn2c1nc1ccccc12)C(=O)NCc1ccc2c(c1)OCO2	-16	.	-7	1	-2	18	-5	2.9	.	-11
Cn1c(N)c(C(=O)CSc2nc3ccccc3c(=O)n2CCCN2CCOCC2)c(=O)n(C)c1=O	-12	9	-1	0	3	-14	9	-2.1	5	-14
O=S(=O)(c1ccc(Cl)cc1)N1CCN(C(=S)Nc2ccc(F)c(Cl)c2)CC1	3	15	-4	0	-9	14	-9	-1.3	5	9
Cc1cc(Cl)c(S(=O)(=O)N2CCN(c3ccc(F)cc3)CC2)cc1OCC(N)=O	0	-8	2	1	-4	9	.	-0.5	2	-4
CCCc1nc(NCc2ccc3c(c2)OCO3)c2nnn(Cc3ccccc3Cl)c2n1	-9	-5	-4	-4	.	-12	3	2.5	2	5
CCOc1ccccc1/C=N/NC(=O)c1cccc(Cl)c1	1	-19	0	-1	.	86*	2	2.3	4	-9
O=C(COC(=O)CSc1nnc(-c2ccc(Cl)cc2)o1)Nc1cc(Cl)ccc1Cl	-1	-13	9	-2	1	-7	17	-3.3	0	-3
CCc1cc(C(=O)c2ccc(OC)cc2)c(NC(=O)CC(C)(C)CC(=O)O)s1	-9	-10	32	6	1	.	.	0.6	1	1
COc1ccc2[nH]c(=O)c(CN(CCN(C)C)C(=O)NCc3ccccc3)cc2c1	-5	-3	.	2	.	-13	-4	1.4	3	-12
O=C1Nc2ccccc2C1(O)c1ccccc1O (centres undefined)	-5	-3	1	1	1	-7	-2	0.3	1	-11
COC(=O)N1CN(C(=O)OC)CN(C(=O)OC)C1	1	-11	-3	0	.	-18	-2	0.7	5	-11
O=C(CN1CCN(C(C(=O)Nc2cc(C(F)(F)F)ccc2Cl)c2ccccc2)CC1)NC1CC1 (centres undefined)	-13	8	0	0	-3	2	-24	-0.7	-3	3
CN1CCN(C(=S)Nc2cc(S(=O)(=O)N3CCOCC3)ccc2Cl)CC1	4	7	1	2	2	-44	16	1.0	-2	8
CN(CCO)C(=O)c1ccc(-c2nn(C)c(=O)c3ccccc23)cc1	-7	-42	-3	1	34*	-7	-14	-0.3	1	2
O=C(Oc1coc(CSc2nnc(NC(=O)C3CC3)s2)cc1=O)c1ccccc1	23*	-18	3	-3	-3	-46	-4	0.0	2	-4
Cc1ccc(C(=O)N2CCN(S(=O)(=O)N3CCOCC3)CC2)cc1	2	-8	-3	6	-11	-26	0	-0.7	3	4
COc1ccccc1N1CCN(C(=O)C(F)F)CC1	-8	0	2	-2	.	-2	3	0.9	0	-9
Cc1ccccc1NC(=O)C(C)SCc1ccccc1 (centres undefined)	3	-18	-6	7	2	.	.	0.3	5	-9
CCN1CCN(CCCNC(=O)CCc2nc(-c3ccc(OC)cc3)no2)CC1	-2	-10	4	2	-10	-17	22	1.0	6	-13
CC/S(CC1CC1(Cl)Cl)=N\S(=O)(=O)c1ccc(C)cc1 (centres undefined)	-5	8	2	-2	-5	-30	-3	5.9	2	-18
O=C(CSc1nc2ccccc2c(=O)n1-c1ccc(F)cc1)Nc1ccc2c(c1)CCC2	-4	-8	-5	1	-3	20	-9	-0.5	-1	-17
O=c1[nH]c(=O)c2cc3ccccc3nc2[nH]1	-14	-5	-1	-3	-3	-9	-7	-2.5	1	-12
CCC(C)[C@H](NC(=O)C1CC(=O)N(c2ccc3c(c2)OCCO3)C1)C(=O)NC1CCCC1 (some centres undefined)	-3	-2	-2	0	-1	10	-6	0.6	-4	-5
O=S(=O)(c1cccc(Cl)c1)N1CCC(c2nc3ccccc3[nH]2)CC1	-5	-27	-2	2	-5	.	-10	-1.6	10	-14

Part of the list above in another layout.
smiles | dFosB activator | HTR5A inv ag | NSD2 HMT inh | V-ATPase pH | Wnt act | SR-BI DiI inh | MITF TRPM1 HTS | CDK5 p35 inh | HTR5A ag ctr | PvdQ inh
CCc1nn(CCCC(=O)NCc2cc(Br)ccc2OC)c(=O)c2cc3occc3n12 | 4 | 12 | 3 | -2 | -2 | 50 | 7 | 3.3 | 3 | -10
CCn1c(CNC(=O)c2ccccc2OC)nnc1SCC(=O)c1ccc(F)cc1 | -6 | -2 | 9 | 0 | 5 | . | -16 | -0.8 | 7 | -9
